ALOX12 inh: ALOX12 (human) lipoxygenase inhibition. 1.1% of 580,000 active. Potency, µM (top dose mostly 108 µM), inactives show at the top dose activity change, negative = inhibition, hits mostly inhibitors. AID 1671190. purified 12hLO, xylenol orange hydroperoxide absorbance; also: potency is read from the fitted curve at half-maximal effect; % is scaled to controls: 0 for no effect and ±100 for the full control effect
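Purified human 12hLO (150 nM final) in 25 mM Hepes, 0.01% Triton X-100, pH 7.0 was preincubated 15 min at room temperature with compound. Then 40 uM arachidonic acid was added, 30 min. Hydroperoxide was read by Fe-XO absorbance ratio 573/405 nm.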
BAZ2B inh: BAZ2B (human) inhibition. AID 504333. Q9UIF8. 4.4% of 360,000 active. AlphaScreen BAZ2B-H3K14Ac peptide displacement. Potency, µM (highest dose often 114 µM), for inactives: top-dose activity change, negative = inhibition, usual class: inhibitors; also: potency is read from the fitted curve at half-maximal effect; % is scaled to controls: 0 for no effect and ±100 for the full control effect; nearly all actives have a fitted effect of over 60% in size
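Protein-peptide AlphaScreen: BAZ2B 50 nM, b-H3K14Ac 50 nM, 1x PBS pH 7.4 + 0.01% Tween-20. Preincubation 30 min RT; cpd 30 min RT (top 110 uM); beads 20 min RT, light-protected.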
RGS4 inh: inhibitors of human regulator of G protein signaling 4; P49798; Potency, µM (highest dose often 114 µM), for the others: at the top dose activity change, negative = inhibition, usual class: inhibitors; Transcreener GDP fluorescence polarization, RGS4-accelerated GTP hydrolysis; 0.039% of 390,000 active; also: potency is read from the fitted curve at half-maximal effect; % is scaled to controls: 0 for no effect and ±100 for the full control effect; nearly all actives have a fitted effect of over 75% in size; some results filed as inactive show a strong effect at the top dose
Target sequence (P49798 whole entry, looked up): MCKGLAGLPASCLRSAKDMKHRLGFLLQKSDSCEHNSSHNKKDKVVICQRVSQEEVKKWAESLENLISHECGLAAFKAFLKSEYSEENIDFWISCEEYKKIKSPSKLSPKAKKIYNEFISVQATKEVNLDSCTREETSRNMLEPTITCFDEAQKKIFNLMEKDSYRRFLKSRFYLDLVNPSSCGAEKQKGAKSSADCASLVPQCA
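MLSMR compounds (23 nl, pin-transferred) preincubated 10 min at room temperature with a 500nM (2x) first reagent, then RGS4 at 900nM (2x) plus Transcreener GDP mix added; fluorescence polarization (620/688 nm) read before and after 90 min at 30 °C.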
HP1b chromo inh: inhibitors of HP1-beta chromodomain binding to methylated histone tails | P83916 | AlphaScreen HP1-beta / biotin-H3K9me3 peptide binding | Potency, µM (top dose mostly 114 µM), for the others: at the top dose activity change, negative = inhibition, actives largely listed as inhibitors | 0.56% of 390,000 active | AID 540317; also: potency is read from the fitted curve at half-maximal effect; nearly all actives have a fitted effect of over 70% in size; inactives centre near 23
Target sequence (P83916 whole entry, looked up): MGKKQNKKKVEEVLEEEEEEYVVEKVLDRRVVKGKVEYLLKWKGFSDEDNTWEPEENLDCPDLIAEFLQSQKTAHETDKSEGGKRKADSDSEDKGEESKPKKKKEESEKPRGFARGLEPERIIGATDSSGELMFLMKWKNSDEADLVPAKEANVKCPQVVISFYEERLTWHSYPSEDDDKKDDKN
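HP1-beta protein (50 nM final) preincubated 30 min at room temperature with biotinylated H3(1-18)K9me3 peptide (50 nM) in PBS pH 7.4, 0.01% Tween-20, then compound added for 30 min. AlphaScreen streptavidin donor/nickel chelate acceptor beads (10 ug/mL final), 30 min dark, luminescence read.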
GLS inh: glutaminase GLS (human) inhibition | O94925 | GLS enzymatic activity, qHTS titration | Potency, µM (highest dose often 45.5 µM), for the others: at the highest dose activity change, negative = inhibition, hits mostly inhibitors | 0.21% of 410,000 active | AID 624170; also: potency is read from the fitted curve at half-maximal effect; % is scaled to controls: 0 for no effect and ±100 for the full control effect
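Coupled fluorescence readout: glutamate oxidase/HRP/Amplex Red detect glutamate formed by hKGA from L-glutamine (1 mM solution added). Buffer 45 mM KH2PO4 pH 8.2, 0.02% Tween-20; reads at t0 and 30 min RT.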
PI4K2A inh: blocks human PI4K2A kinase activity; Q9BTU6; purified PI4K2A, ADP-Glo luminescence, 1 h; active compounds read low; activity change, negative = inhibition, % at 76.9 µM; 0.13% of 420,000 active; in the data active = activity change below about -50%; inconclusive = mostly about -30% to -49%;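 also: -100% = wells without enzyme as full effect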
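ADP-Glo luminescence measured ADP generated by PI4K2A enzyme (4 ug/mL before mixing) with 1.2 mM PI substrate (pre-mix) and 300 microM ATP (pre-mix). Tris pH7.5 buffer with MgCl2, Triton X-100; 1 h reaction at ambient temperature.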
JMJD2A Tudor: blocks the human JMJD2A Tudor domain | O75164 | AlphaScreen JMJD2A-Tudor / H3K4me3 peptide binding | Potency, µM (highest dose often 114 µM), inactives show top-dose activity change, negative = inhibition, most hits filed as inhibitors | 4.4% of 390,000 active; also: potency is read from the fitted curve at half-maximal effect; % is scaled to controls: 0 for no effect and ±100 for the full control effect; nearly all actives have a fitted effect of over 50% in size
G9a inh: G9a (human) methyltransferase inhibition | G9a H3K9 monomethylation, AlphaScreen, 2 h | Potency, µM (top dose mostly 102 µM), for the others: top-dose activity, negative = inhibition, usual class: inhibitors | 8.8% of 350,000 active; also: potency is read from the fitted curve at half-maximal effect; % is scaled to controls: 0 for no effect and ±100 for the full control effect; nearly all actives have a fitted effect of over 75% in size
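Methyltransferase reactions run at room temperature for 2 h (20 nM enzyme, 500 nM biotin-H3K9 peptide, 20 uM SAM) after a 15 min compound preincubation; product detected by AlphaScreen beads and anti-H3K9me1 antibody.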
ERG Ets-DNA blk: inhibitors of human ERG Ets domain-DNA interaction. P11308. Potency, µM (doses to about 76.9 µM), for inactives: at the top dose FP activity, negative = inhibition, usual class: inhibitors. AID 624246. 0.028% of 370,000 active. fluorescence polarization, His-ERG Ets domain / labelled DNA; active = well fitted inhibition curve with a large enough effect in the polarisation, with a control signal flat; inconclusive = small, poorly fitted or top-dose-only effect, or effect the other way, or a change in a side signal; inactive = no such curve, though single readings can be large or run the other way; the % refers to the polarisation;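 also: polarization taken with two DNA probes labelled with fluorescein and Texas red; potency is read from the fitted curve at half-maximal effect; % of control where 0% means no effect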
Target sequence (P11308 whole entry, looked up, the tested form may be a part): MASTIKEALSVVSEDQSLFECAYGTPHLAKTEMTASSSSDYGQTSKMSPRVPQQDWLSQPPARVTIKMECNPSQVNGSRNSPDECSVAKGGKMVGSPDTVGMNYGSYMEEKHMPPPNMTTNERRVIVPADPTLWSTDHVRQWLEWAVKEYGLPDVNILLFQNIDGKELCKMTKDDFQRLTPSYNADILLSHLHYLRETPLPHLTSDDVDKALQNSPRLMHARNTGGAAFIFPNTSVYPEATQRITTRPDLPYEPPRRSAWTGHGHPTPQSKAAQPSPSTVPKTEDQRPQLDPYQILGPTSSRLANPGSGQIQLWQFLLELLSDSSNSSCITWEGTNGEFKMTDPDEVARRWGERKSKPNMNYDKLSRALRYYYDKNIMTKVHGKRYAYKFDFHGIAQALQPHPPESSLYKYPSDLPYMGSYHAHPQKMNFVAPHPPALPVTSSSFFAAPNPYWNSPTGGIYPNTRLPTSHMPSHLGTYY
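His-tagged ERG Ets domain (1 uM in the protein solution; 300mM KCl, 50mM Tris-HCl, 1mM EDTA, 1mM DTT, pH 7.5) received compound, then a probe mix of 5 nM fluorescein-DNA and 100nM Texas-615-DNA. Fluorescence polarization was read for both dyes.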
* = called active by the depositor; [ ] = another dose, or the depositor's remark. Unless noted, calls follow the shape of the dose curve; as a rule, active = well fitted curve in the direction sought with a large enough effect; inconclusive = small, poorly fitted or top-dose-only effect, or another doubt; inactive = no such curve, though single readings can be large; an effect the other way counts as inactive or inconclusive. A portion of the library (hit frequency here may not be typical).

What do the screens show for `COc1cc(NC(=O)c2ccccn2)cc(OC)c1OC`?
ALOX12 inh: -2%; BAZ2B inh: -4%; RGS4 inh: -98%[56.9 µM]; HP1b chromo inh: inconclusive; GLS inh: inconclusive; PI4K2A inh: 0; JMJD2A Tudor: inconclusive; G9a inh: -19%; ERG Ets-DNA blk: 47%[activator]

How did COc1ccc(S(=O)(=O)N(CC(=O)NCc2ccco2)c2ccccc2)cc1 do in these assays?
ALOX12 inh: 3%; BAZ2B inh: -8%; RGS4 inh: -32%; HP1b chromo inh: -2%; GLS inh: 5%; PI4K2A inh: 4; JMJD2A Tudor: -24%; G9a inh: -10%[59 µM]; ERG Ets-DNA blk: 3%

What do the screens show for `CC(=O)c1ccc(NC(=O)CSc2nc3nn(-c4ccccc4)c(=O)c-3c3n2CCCCC3)cc1`?
ALOX12 inh: 464%[activator]; RGS4 inh: -18%; HP1b chromo inh: 9%; GLS inh: -4%; PI4K2A inh: -4; JMJD2A Tudor: -4%

Results for Cc1cccc(NC(=O)c2ccccc2C(=O)O)c1 ?
ALOX12 inh: -7%; BAZ2B inh: 11%; RGS4 inh: -22%; HP1b chromo inh: 10%; GLS inh: -2%; PI4K2A inh: -1; JMJD2A Tudor: -21%; G9a inh: inconclusive; ERG Ets-DNA blk: -10%

What do the screens show for `O=C(O)c1ccc2c(c1)c1c3n2CCNC3CCC1` (stereo unspecified)?
ALOX12 inh: -9%; BAZ2B inh: -18%; RGS4 inh: -9%; HP1b chromo inh: 3%; GLS inh: 11%; PI4K2A inh: 10; JMJD2A Tudor: -12%; G9a inh: -1%[2.33 µM]; ERG Ets-DNA blk: 13%

What do the screens show for `CCOc1ccc(NC(=O)C2CCN(S(=O)(=O)c3c(C)n[nH]c3C)CC2)cc1`?
ALOX12 inh: -17%; BAZ2B inh: 6%; RGS4 inh: -13%; HP1b chromo inh: 19%; GLS inh: 3%; PI4K2A inh: 1; JMJD2A Tudor: -5%; G9a inh: -11%[59 µM]; ERG Ets-DNA blk: -3%

Results for Oc1ccc(/C=N/NC(=S)N2CCOCC2)cc1 ?
ALOX12 inh: inconclusive; BAZ2B inh: -3%; RGS4 inh: inconclusive; HP1b chromo inh: -3%; GLS inh: 1%; PI4K2A inh: -2; JMJD2A Tudor: -35%; G9a inh: 50µM*; ERG Ets-DNA blk: 14%

What do the screens show for `CCOc1ccc(C(=O)NCc2ccc3c(c2)CCN3C(=O)c2ccc(C)cc2)cc1OCC`?
ALOX12 inh: -10%; BAZ2B inh: -10%; RGS4 inh: 22%; HP1b chromo inh: 7%; GLS inh: -12%; PI4K2A inh: -2; JMJD2A Tudor: -19%; G9a inh: 3%[59 µM]; ERG Ets-DNA blk: 4%

Results for CN(C)c1cccc(C(=O)Nc2cccc(F)c2)c1 ?
ALOX12 inh: inconclusive; BAZ2B inh: inconclusive; RGS4 inh: -11%; HP1b chromo inh: 14%; GLS inh: 41%[activator]; PI4K2A inh: 0; JMJD2A Tudor: -35%; G9a inh: inconclusive; ERG Ets-DNA blk: -9%

How did CCN1/C(=C/c2cc[n+](C)cc2)C=Cc2cc(C)ccc21 do in these assays?
ALOX12 inh: inconclusive; BAZ2B inh: inconclusive; RGS4 inh: -45%; HP1b chromo inh: inconclusive; GLS inh: -11%; PI4K2A inh: -13; JMJD2A Tudor: inconclusive; G9a inh: 2.2µM*; ERG Ets-DNA blk: -5%

Results for COc1cc(=O)n(C)c2ccccc12 ?
ALOX12 inh: 2%[57.4 µM]; BAZ2B inh: -20%; RGS4 inh: 6%; HP1b chromo inh: 16%; GLS inh: 16%; PI4K2A inh: -6; JMJD2A Tudor: 3%; G9a inh: -11%[59 µM]

How did CCOC(=O)c1cc(-c2ccc(OC(F)F)cc2)nc2nc(SC)[nH]c(=O)c12 do in these assays?
ALOX12 inh: -4%; BAZ2B inh: -2%; RGS4 inh: 7%; HP1b chromo inh: 33%; GLS inh: 5%; PI4K2A inh: 0; JMJD2A Tudor: -17%; G9a inh: 45µM*; ERG Ets-DNA blk: -10%

What do the screens show for `Cc1ccc(S(=O)(=O)c2cn(Cc3ccccc3)c3cc(N4CCOCC4)c(F)cc3c2=O)cc1`?
ALOX12 inh: -1%; BAZ2B inh: -2%; RGS4 inh: -3%; HP1b chromo inh: 24%; GLS inh: 0%; PI4K2A inh: -3; JMJD2A Tudor: -24%; G9a inh: -1%[59 µM]; ERG Ets-DNA blk: 1%

Results for CCCCNC(=O)c1cc2cc(CC)ccc2[nH]1 ?
ALOX12 inh: 7%; BAZ2B inh: inconclusive; RGS4 inh: 12%; HP1b chromo inh: 39%; GLS inh: 2%; PI4K2A inh: 1; JMJD2A Tudor: -13%; ERG Ets-DNA blk: 1%

Results for COc1ccc(C(=O)O)cc1NC(=S)NC(=O)c1ccc(-c2ccc(Cl)cc2)o1 ?
ALOX12 inh: inconclusive; BAZ2B inh: inconclusive; RGS4 inh: inconclusive; HP1b chromo inh: -21%; GLS inh: 10%; PI4K2A inh: 4; JMJD2A Tudor: inconclusive; G9a inh: 45µM*; ERG Ets-DNA blk: 1%

What do the screens show for `CCOc1ccc(CN2CCN(Cc3cccn3-c3nccs3)CC2CCO)cc1` (stereo unspecified)?
ALOX12 inh: 0%; BAZ2B inh: -28%; RGS4 inh: 5%; HP1b chromo inh: -8%; GLS inh: -14%; PI4K2A inh: 3; JMJD2A Tudor: -23%; G9a inh: -20%; ERG Ets-DNA blk: 0%

Results for O=C(NCC1CCCO1)c1ccc(CS(=O)(=O)c2c(Cl)cccc2Cl)o1 (stereo unspecified) ?
ALOX12 inh: -2%[57.4 µM]; BAZ2B inh: 6%; RGS4 inh: 4%; HP1b chromo inh: 28%; GLS inh: 0%; PI4K2A inh: -2; JMJD2A Tudor: -15%; G9a inh: 5%; ERG Ets-DNA blk: -3%

How did COc1cccc(OCCn2cc(C(=O)c3ccco3)c3ccccc32)c1 do in these assays?
ALOX12 inh: 2%; BAZ2B inh: 1%; RGS4 inh: -10%; HP1b chromo inh: 24%; GLS inh: -1%; PI4K2A inh: -5; JMJD2A Tudor: -17%; G9a inh: -11%[12.7 µM]; ERG Ets-DNA blk: -8%

What do the screens show for `COc1ccc(N2CCN(CC(O)COc3cc(C)ccc3C)CC2)cc1` (stereo unspecified)?
ALOX12 inh: inconclusive; BAZ2B inh: inconclusive; RGS4 inh: -6%; HP1b chromo inh: 20%; GLS inh: 22%; PI4K2A inh: -2; JMJD2A Tudor: -33%; G9a inh: 8.9µM*; ERG Ets-DNA blk: 2%

Results for COc1ccccc1C(=O)NC1(C(F)(F)F)C(=O)Nc2c1c(=O)[nH]c(=O)n2-c1ccc(F)cc1 (stereo unspecified) ?
ALOX12 inh: inconclusive; BAZ2B inh: -20%; RGS4 inh: 14%; HP1b chromo inh: 35%; GLS inh: -8%; PI4K2A inh: 3; JMJD2A Tudor: -13%; G9a inh: -31%[59 µM]; ERG Ets-DNA blk: -4%

What do the screens show for `COc1cc(NC(=O)c2c(-c3ccc(C)cc3)nnc3ccccc23)cc(OC)c1OC`?
ALOX12 inh: -14%; BAZ2B inh: -1%; RGS4 inh: -21%; HP1b chromo inh: 20%; GLS inh: 6%; PI4K2A inh: -6; JMJD2A Tudor: -3%; G9a inh: 11%[59 µM]; ERG Ets-DNA blk: -1%

Results for CNc1oc(-c2ccccc2)nc1C#N ?
ALOX12 inh: 0%; BAZ2B inh: -31%; RGS4 inh: -11%; HP1b chromo inh: 2%; GLS inh: 0%; PI4K2A inh: 3; JMJD2A Tudor: -10%; G9a inh: -19%[12.7 µM]; ERG Ets-DNA blk: -2%

How did Cc1cc(C)cc(Nc2cc(-c3ccccc3)nc(C)n2)c1 do in these assays?
ALOX12 inh: 9%; BAZ2B inh: 14%; RGS4 inh: -28%; HP1b chromo inh: 95%[activator]; GLS inh: 8%; PI4K2A inh: -3; JMJD2A Tudor: 29%; G9a inh: 8%[59 µM]; ERG Ets-DNA blk: -1%

How did O=[N+]([O-])c1ccc(S(=O)(=O)NCC2CCCO2)cc1 (stereo unspecified) do in these assays?
ALOX12 inh: 2%; BAZ2B inh: -2%; RGS4 inh: -17%; HP1b chromo inh: 39%[activator]; GLS inh: 1%; PI4K2A inh: 3; JMJD2A Tudor: -8%; G9a inh: -1%[59 µM]; ERG Ets-DNA blk: 7%

Results for O=C(O)c1ccc(-n2cccc2/C=C2/NC(=O)N(c3ccccc3)C2=O)cc1 ?
ALOX12 inh: inconclusive; BAZ2B inh: 13µM*; RGS4 inh: 5%; HP1b chromo inh: 16µM*; GLS inh: 10µM*; PI4K2A inh: -9; JMJD2A Tudor: 25µM*; G9a inh: 8.9µM*; ERG Ets-DNA blk: -3%

Results for CCCN(C(=O)c1ccccc1N)c1c(C)n(C)n(-c2ccccc2)c1=O ?
ALOX12 inh: 2%; BAZ2B inh: -5%; RGS4 inh: -5%[56.9 µM]; HP1b chromo inh: 54%[activator]; GLS inh: 2%; PI4K2A inh: 5; JMJD2A Tudor: -10%[57.1 µM]; G9a inh: -2%; ERG Ets-DNA blk: -1%

Bioassay records deposited in PubChem by National Center for Advancing Translational Sciences (NCATS).
